Source: PubChem (National Center for Advancing Translational Sciences (NCATS))
HEK293 viab: counter-screen for SNCA expression inhibitors: cell viability | HEK-293-SNCA-luc viability, GF-AFC fluorescence, 24 h | Potency, µM (series often up to 57.1 µM), for the others: top-dose activity change, negative = cytotoxicity, hits mostly cytotoxic | 150,000 compounds, 0.12% hits | AID 1671193;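 further: 0% = DMSO-treated cells and -100% = medium-only wells without cells; nearly all actives have a fitted effect of over 30% in size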
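Cytotoxicity counterscreen: after 24 h compound treatment of genome-edited SNCA-luciferase HEK-293 cells, live-cell protease substrate GF-AFC read by fluorescence after 30 min; activity scaled between DMSO (0%) and medium-only (-100%), curves Hill-fitted.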
SNCA expr inhib: inhibitors of alpha-synuclein (SNCA) gene expression | HEK-293 SNCA-luciferase knock-in, luminescence, 24 h | AID 1671194 | Potency, µM (top dose mostly 57.2 µM), for the others: at the top dose activity change, negative = inhibition, most hits filed as inhibitors | 140,000 compounds, 0.17% hits;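 further: plate controls were DMSO cells for no effect and cell-free wells for full effect; nearly all actives have a fitted effect of over 45% in size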
* = called active by the depositor; ? = inconclusive; [ ] = remark or other dose. The call rests on the fitted dose curve; in most records, active means well fitted curve in the direction sought with a large enough effect; inconclusive means small, poorly fitted or top-dose-only effect, or another doubt; inactive means no such curve, though single readings can be large; an effect the other way counts as inactive or inconclusive. Potency means the concentration at half of the fitted maximal effect. Only part of the results is shown. The share of hits here may be higher or lower than overall.

SMILES	HEK293 viab	SNCA expr inhib
Cn1cccc1C(=O)N1CCC[C@@]2(CCN(Cc3ccc(C#N)cc3)C2)C1	5%	13%
CN(C)C(=O)c1ccc(-c2cc(Nc3ccccc3)ncn2)cc1	-8%	-6%
O=C(Nc1ccccc1)N1CC2(CCN(C(=O)c3cc(C(F)(F)F)cc(C(F)(F)F)c3)CC2)C1	-6%	5%
COc1ccc(CNc2ccnc(-c3c(C)noc3C)n2)c(OC)c1	-4%	17%
O=C(Nc1ccccc1)N1CC[C@@]2(CCCN(C(=O)c3cnccn3)C2)C1	6%	-10%
COc1ccccc1CCn1c(=O)c(-c2cc(F)cc(F)c2)nc2cncnc21	-10%	1%
COc1ccc(CNc2ccnc(-c3ccc(C(=O)N(C)C)cc3)n2)c(OC)c1	6%	6%
O=C(c1ccncc1)N1CCC[C@@]2(CCN(C(c3ccccc3)c3ccccc3)C2)C1	-13%	?
COCCn1c(=O)c(-c2cc(F)cc(F)c2)nc2cnc(Oc3ccc(OC)cc3)nc21	2%	-28%
O=c1c(CCc2ccccc2)nc2cnc(N3CCOCC3)nc2n1Cc1ccc(F)cc1	2%	12%
Cn1c(=O)c(-c2ccccc2)nc2cnc(Oc3ccccc3)nc21	0%	147%[activator]
COCC(=O)N1CCC[C@@]2(CCN(C(=O)Nc3ccc(OC)cc3)C2)C1	11%	7%
COCC(=O)N1CCC2(CC1)CN(C(=O)Nc1cccc(C#N)c1)C2	1%	21%
Cn1cc(-c2nc3cnc(N4CCNCC4)nc3n(Cc3ccc(F)cc3)c2=O)c2ccccc21	?	-20%
Cn1cccc1C(=O)N1CCC[C@@]2(CCN(Cc3nccs3)C2)C1	-3%	-3%
FC(F)(F)c1ccccc1-c1ccc2ncnc(NC3CCNCC3)c2c1	0%	-6%
COc1ccc(NC(=O)N2CC3(CCN(S(C)(=O)=O)CC3)C2)cc1	?	52%[activator]
O=C(c1cccc(F)c1)N1CCC2(CCCN(c3cccc(-c4ccccc4)c3)C2)CC1	-2%	10%
COC(=O)N1CCC[C@@]2(CCN(C(=O)NC(C)C)C2)C1	-1%	56%[activator]
O=C(c1ccco1)N1CCC2(CC1)CCN(C(c1ccccc1)c1ccccc1)CC2	-15%	10%

For convenience, part of the list above.
SMILES	HEK293 viab	SNCA expr inhib
Cn1c(=O)c(-c2ccccc2)nc2cnc(Oc3ccccc3)nc21	0%	147%[activator]
COCC(=O)N1CCC[C@@]2(CCN(C(=O)Nc3ccc(OC)cc3)C2)C1	11%	7%
COCC(=O)N1CCC2(CC1)CN(C(=O)Nc1cccc(C#N)c1)C2	1%	21%
Cn1cc(-c2nc3cnc(N4CCNCC4)nc3n(Cc3ccc(F)cc3)c2=O)c2ccccc21	?	-20%

The list goes on.
SMILES	HEK293 viab	SNCA expr inhib
O=C(c1ccncc1)N1CCC2(CCCN(Cc3ccncc3)C2)CC1	-3%	32%[activator]
O=C(c1cc(C(F)(F)F)cc(C(F)(F)F)c1)N1CCC[C@@]2(CCN(c3ncccn3)C2)C1	-17%	8%
COc1ccc(NC(=O)N2CC[C@@]3(CCCN(C(=O)c4cccc(F)c4)C3)C2)cc1	-2%	25%
CN(C)c1ccc(-c2cncnc2Nc2ccccc2)cc1	6%	?
CCNc1ncc2nc(C)c(=O)n(C3CC3)c2n1	0%	8%
CCNc1ncc2nc(-c3ccc(OC)cc3)c(=O)n(CCC#N)c2n1	?	-19%
Cn1c(=O)c(-c2cccc(C#N)c2)nc2cnc(Oc3ccccc3)nc21	?	7%
Cc1cccc(CNc2ncncc2-c2ccccc2Cl)c1	1%	-4%
Cc1noc(C)c1-c1nccc(N2CCOCC2)n1	1%	2%
Cc1ccccc1-c1nc(NC2CC2)c2ccccc2n1	-27%	-7%
COCCn1c(=O)c(-c2cc(F)cc(F)c2)nc2cnc(N3CCNCC3)nc21	?	-7%
CNc1nc(-c2ccoc2)nc2ccccc12	-7%	62%[activator]
O=C(c1ccco1)N1CCC2(CC1)CCN(c1cccc(-c3ccccc3)c1)CC2	-14%	-28%
Cc1ccccc1-c1ccc2ncnc(NCc3cccnc3)c2c1	12%	9%
c1ccc(CNc2ncncc2-c2cccnc2)cc1	-8%	6%
O=c1c(-c2ccc(F)c(F)c2)nc2cncnc2n1C1CC1	-20%	?
COc1ccc(-c2nc3cnc(Oc4cccc(Cl)c4)nc3n(CCC#N)c2=O)cc1	?	127%[activator]
N#Cc1cccc(-c2nc3cnc(N4CCOCC4)nc3n(C3CC3)c2=O)c1	3%	1%
COc1ccc2[nH]cc(CCNc3ccnc(-c4ccccc4C(F)(F)F)n3)c2c1	-6%	?
CCNc1ncc2nc(-c3ccc(F)cc3)c(=O)n(Cc3ccc(F)cc3)c2n1	20%	13%
COCCNc1ccnc(-c2ccccc2CN(C)C)n1	6%	12%
N#CCCn1c(=O)c(-c2cccc(C#N)c2)nc2cnc(Oc3ccccc3)nc21	-3%	16%
c1ccc(CNc2ccnc(-c3ccc4c(c3)OCO4)n2)cc1	-1%	160%[activator]
N#Cc1cccc(NC(=O)N2CCCC3(CCN(C(=O)c4cnccn4)CC3)C2)c1	-10%	-21%
CC(C)CN1CCC2(CC1)CCN(C(=O)c1cc(C(F)(F)F)cc(C(F)(F)F)c1)CC2	2%	-20%
CN1CCN(c2ncc3ncc(=O)n(Cc4ccc(F)cc4)c3n2)CC1	-17%	1%
CCNc1ncc2nc(-c3cccs3)c(=O)n(CCc3ccccc3)c2n1	?	3%
COc1ccc(Oc2ncc3nc(-c4ccc(OC)cc4)c(=O)n(Cc4cccs4)c3n2)cc1	-6%	-10%
O=c1c(-c2ccccc2)nc2cncnc2n1Cc1ccccc1Cl	?	-9%
COc1ccc(Oc2ncc3nc(-c4cn(C)c5ccccc45)c(=O)n(CCC#N)c3n2)cc1	?	-6%

Among those listed so far, 3 have a furan ring, fused or not.
SMILES	HEK293 viab	SNCA expr inhib
O=C(c1ccco1)N1CCC2(CC1)CCN(C(c1ccccc1)c1ccccc1)CC2	-15%	10%
CNc1nc(-c2ccoc2)nc2ccccc12	-7%	62%[activator]
O=C(c1ccco1)N1CCC2(CC1)CCN(c1cccc(-c3ccccc3)c1)CC2	-14%	-28%

(listing goes on)
SMILES	HEK293 viab	SNCA expr inhib
CN(C)c1ccc(-c2cncnc2NCCN2CCOCC2)cc1	-17%	?
CC(C)CN1CCC2(CC1)CCN(C(=O)c1cnccn1)CC2	-13%	19%
O=C(c1cc(C(F)(F)F)cc(C(F)(F)F)c1)N1CCC2(CCCN(Cc3ccccc3)C2)CC1	1%	-8%
COc1cccc(-c2nc(N3CCNCC3)c3ccccc3n2)c1	-12%	123%[activator]
O=C(c1cccc(F)c1)N1CCC2(CCCN(c3ccc(-c4ccccc4)cc3)C2)CC1	0%	32%[activator]
CN1CCN(c2ncc3nc(-c4ccccc4)c(=O)n(Cc4cccs4)c3n2)CC1	?	38%[activator]
COc1ccc(C(=O)N2CCC[C@@]3(CCN(Cc4ccccc4)C3)C2)cc1	-12%	3%
O=C(c1cccc(F)c1)N1CCC[C@@]2(CCN(c3ccccn3)C2)C1	-17%	-1%
O=S(=O)(c1ccccc1)N1CCC2(CCCN(Cc3nccs3)C2)CC1	0%	-16%
COCCNc1ccnc(-c2ccccc2C)n1	-3%	5%

Molecules above that contain a CF3 group (6):
SMILES	HEK293 viab	SNCA expr inhib
O=C(Nc1ccccc1)N1CC2(CCN(C(=O)c3cc(C(F)(F)F)cc(C(F)(F)F)c3)CC2)C1	-6%	5%
FC(F)(F)c1ccccc1-c1ccc2ncnc(NC3CCNCC3)c2c1	0%	-6%
O=C(c1cc(C(F)(F)F)cc(C(F)(F)F)c1)N1CCC[C@@]2(CCN(c3ncccn3)C2)C1	-17%	8%
COc1ccc2[nH]cc(CCNc3ccnc(-c4ccccc4C(F)(F)F)n3)c2c1	-6%	?
CC(C)CN1CCC2(CC1)CCN(C(=O)c1cc(C(F)(F)F)cc(C(F)(F)F)c1)CC2	2%	-20%
O=C(c1cc(C(F)(F)F)cc(C(F)(F)F)c1)N1CCC2(CCCN(Cc3ccccc3)C2)CC1	1%	-8%

Carrying on.
SMILES	HEK293 viab	SNCA expr inhib
O=C(c1csnn1)N1CCC[C@@]2(CCN(c3ncccn3)C2)C1	-6%	-19%
Cn1cc(-c2nc3cncnc3n(-c3ccccc3)c2=O)c2ccccc21	?	35%[activator]
CS(=O)(=O)Nc1cccc(-c2ccc3ncnc(NCc4cccnc4)c3c2)c1	5%	23%
COc1cccc(Nc2ncc3nc(-c4ccc(Cl)cc4)c(=O)n(CCC#N)c3n2)c1	10%	-7%
c1ccc2c(N3CCNCC3)nc(-c3ccc4c(c3)OCO4)nc2c1	6%	62%[activator]
O=c1c(-c2cc(F)cc(F)c2)nc2cncnc2n1-c1ccccc1	-27%	-17%
Cc1ccccc1-c1nc(NCCN2CCOCC2)c2ccccc2n1	-14%	11%
O=C(c1ccco1)N1CCC2(CC1)CN(c1ncccn1)C2	?	-11%
COc1ccc(NC(=O)N2CC3(CCN(C(=O)c4ccc(OC)cc4)CC3)C2)cc1	-5%	-2%
Cc1cnc(CNc2ccnc(-c3ccccc3Cl)n2)cn1	7%	-16%

Single entries from the entries so far:
SNCA expr inhib, Cc1cnc(CNc2ccnc(-c3ccccc3Cl)n2)cn1 reads -16%
SNCA expr inhib, O=c1c(-c2cc(F)cc(F)c2)nc2cncnc2n1-c1ccccc1 reads -17%

Additional compounds:
SMILES	HEK293 viab	SNCA expr inhib
O=S(=O)(c1ccccc1)N1CCC[C@@]2(CCN(Cc3nccs3)C2)C1	3%	-3%
Cn1cccc1C(=O)N1CCC2(CCCN(c3ncccn3)C2)CC1	4%	3%
Cc1ccccc1-c1cc(-n2ccnc2)ncn1	1%	17%
O=C(c1csnn1)N1CCC2(CCCN(c3ccncc3)C2)CC1	-7%	-26%
O=c1c(CCc2ccccc2)nc2cncnc2n1Cc1ccc(F)cc1	-14%	-17%
O=C(c1ccncc1)N1CCC2(CCCN(c3cccc(-c4ccccc4)c3)C2)CC1	6%	-5%
CS(=O)(=O)N1CCC[C@@]2(CCN(Cc3ccccc3)C2)C1	-2%	25%
COc1ccc(CNc2ncnc3ccc(-c4ccc5c(c4)OCO5)cc23)c(OC)c1	9%	23%
CC(=O)N1CCC[C@@]2(CCN(C(c3ccccc3)c3ccccc3)C2)C1	-1%	-4%
O=C(c1cccc(F)c1)N1CCC2(CCN(Cc3ccncc3)CC2)CC1	-18%	-6%
N#Cc1cccc(NC(=O)N2CCC3(CC2)CCN(C(=O)c2cnccn2)CC3)c1	6%	10%
O=C(c1csnn1)N1CCC2(CCCN(Cc3cc(C(F)(F)F)cc(C(F)(F)F)c3)C2)CC1	9%	2%
COc1ccc(Oc2ncc3ncc(=O)n(Cc4cccc(OC)c4)c3n2)cc1	?	-25%
O=C(c1cccc(F)c1)N1CCC2(CC1)CN(Cc1ccccc1)C2	3%	4%
COCC(=O)N1CCC[C@@]2(CCN(c3ccncc3)C2)C1	0%	6%
O=C(c1csnn1)N1CCC2(CCCN(c3ccc(-c4ccccc4)cc3)C2)CC1	6%	42%[activator]
COc1cccc(Nc2ncc3nc(CCc4ccccc4)c(=O)n(C)c3n2)c1	0%	23%
c1nc(NC2CC2)c2cc(-c3ccoc3)ccc2n1	3%	-20%
COc1ccc(-n2c(=O)c(C)nc3cnc(N(C)C)nc32)cc1	1%	14%
COc1ccc(Oc2ncc3nc(-c4ccc(F)cc4)c(=O)n(CCC#N)c3n2)cc1	-5%	-29%
Cc1noc(C)c1C(=O)N1CCC[C@@]2(CCN(C(=O)Nc3cccc(C#N)c3)C2)C1	-12%	-12%
COc1cccc(-c2cncnc2NCc2ccc(OC)cc2OC)c1	2%	-11%
CN(C)C(=O)c1ccc(-c2cncnc2Nc2ccccc2)cc1	2%	-3%
COc1cccc(Cn2c(=O)cnc3cnc(N4CCN(C)CC4)nc32)c1	-28%	-7%
COCCNc1ccnc(-c2cccc(NS(C)(=O)=O)c2)n1	1%	-6%
CN1CCN(c2ncc3ncc(=O)n(CCC#N)c3n2)CC1	-2%	45%[activator]
COc1ccc(CNc2cc(-c3cccnc3)ncn2)c(OC)c1	-2%	-4%
Cc1nc2cnc(N3CCOCC3)nc2n(Cc2ccc(F)cc2)c1=O	-6%	-10%
CCNc1ncc2nc(-c3cc(F)cc(F)c3)c(=O)n(C[C@H]3CCCO3)c2n1	?	34%[activator]
O=C(Nc1cccc(F)c1)N1CCCC2(CCN(C(=O)c3csnn3)CC2)C1	4%	12%
